iPSC survival up: hiPSC single-cell survival enhancement. ATPlite luminescence; 100% = ROCK inhibitor wells, 0% = DMSO. survival enhancement, % at 20 µM. hit rate 0.044% among 360,000. AID 602274; in the data active means survival enhancement above about 18%;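 further: cells exposed to compounds for 16 hours before the ATP read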
Granule exo inh: blocks lytic granule exocytosis | TALL-104 LAMP-1 surface exposure, flow cytometry; cells stimulated with thapsigargin and PMA | inhibition, % at 10 µM | hit rate 0.66% among 360,000;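 active means inhibition above about 55%, limit read from the data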
HIF-2a inh: blocks HIF-2a reporter activity; 786-0 RCC cells HIF-2a reporter, luciferase luminescence, overnight; inhibition, % at 18.8 µM; hit rate 0.72% among 360,000; AID 624352;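 active means inhibition of the luminescence signal of 40% or more relative to plate controls, in a single-dose primary screen at 18.75 µM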
MITF TRPM1 inh: MITF TRPM1 promoter inhibition in SK-MEL-5 cells; inhibition, % at 12.5 µM; hit rate 0.83% among 330,000; SK-MEL-5 TRPM1 promoter luciferase, 24 h; AID 488899;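 active means mean inhibition across replicates of 60% or more, whatever share of single replicates reaches that level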; further: values of inactives mirror those of a sister screen read the other way
PDI inh: inhibitors of human protein disulfide isomerase. hit rate 0.052% among 350,000. PDI insulin aggregation turbidity, A650, 90 min. inhibition, % at 10 µM. P07237;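 active means mean inhibition across replicates of 30% or more, whatever share of single replicates reach that level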;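 further: absorbance from insulin aggregation driven by PDI reduction with DTT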
Target sequence (P07237 whole entry, looked up): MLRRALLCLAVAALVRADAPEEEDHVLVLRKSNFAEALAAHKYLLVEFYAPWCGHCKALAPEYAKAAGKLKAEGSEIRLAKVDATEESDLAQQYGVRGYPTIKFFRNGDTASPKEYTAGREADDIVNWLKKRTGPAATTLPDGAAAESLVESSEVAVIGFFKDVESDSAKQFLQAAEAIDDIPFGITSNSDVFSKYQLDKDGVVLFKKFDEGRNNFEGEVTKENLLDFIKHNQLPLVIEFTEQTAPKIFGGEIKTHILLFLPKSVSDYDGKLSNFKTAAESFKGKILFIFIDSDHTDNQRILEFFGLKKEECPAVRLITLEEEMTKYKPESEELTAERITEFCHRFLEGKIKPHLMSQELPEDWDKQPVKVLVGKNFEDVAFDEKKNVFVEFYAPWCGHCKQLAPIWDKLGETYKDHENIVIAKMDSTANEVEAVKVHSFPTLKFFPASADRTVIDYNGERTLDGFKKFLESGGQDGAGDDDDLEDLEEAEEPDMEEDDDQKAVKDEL
NR2E3 ag-1: agonists of human nuclear receptor NR2E3 | GST-NR2E3/biotin-RetCOR TR-FRET, 1536-well | AID 2300 | hit rate 0.12% among 320,000 | inhibition of corepressor binding, % at 4.78 µM;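 active means percent inhibition above the cutoff of mean plus 3 SD of all tested compounds, set per screening campaign, cut at about 20% in these data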;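 further: 0% = DMSO wells and 100% = biotin wells as full block of FRET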
Target sequence (Q9Y5X4 whole entry, looked up): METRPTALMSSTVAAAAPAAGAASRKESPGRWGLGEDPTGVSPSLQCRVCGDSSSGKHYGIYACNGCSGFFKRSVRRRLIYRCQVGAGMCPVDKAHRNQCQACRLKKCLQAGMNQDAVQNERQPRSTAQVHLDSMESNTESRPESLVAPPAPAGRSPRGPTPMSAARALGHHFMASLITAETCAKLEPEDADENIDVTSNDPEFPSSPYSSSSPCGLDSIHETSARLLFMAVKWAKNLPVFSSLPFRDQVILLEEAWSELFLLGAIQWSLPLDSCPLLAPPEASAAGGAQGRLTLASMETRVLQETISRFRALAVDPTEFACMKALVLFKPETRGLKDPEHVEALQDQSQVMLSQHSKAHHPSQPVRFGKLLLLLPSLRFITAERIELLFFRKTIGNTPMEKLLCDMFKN
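System: GST-NR2E3 and biotin-RetCOR proteins; probe or stimulus: 7 nM biotin-RetCOR; doses: compound at 4.8 µM, single dose; schedule: Compound–protein incubation for 5 h at 4 °C; detection: time-resolved FRET; read-out: percent inhibition; controls: biotin wells as high control, 0.6% DMSO wells as low control; format: 1536-well plates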
Vif imaging: inhibitors of HIV Vif. HEK293T cells, Vif self-association by quenched fluorescence, imaging, 24 h. inhibition, % at 7.49 µM. hit rate 0.35% among 340,000; in the data active means inhibition above about 50%, passing the limit was not always enough; further: some results filed as inactive read as strong as hits
NR2E3 ag-2: agonists of human NR2E3 nuclear receptor. CHO-S Gal4-NCOR/VP16-NR2E3 two-hybrid, luciferase. hit rate 0.35% among 360,000. AID 602229. inhibition of corepressor binding, % at 3.98 µM. Q9Y5X4;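 active means inhibition above the mean of all tested compounds plus 3 SD, cut at about 70% in these data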;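 further: 0% = DMSO with NR2E3 transfected cells and 100% = cells lacking NR2E3 construct; higher means lower luciferase signal from less NR2E3 corepressor binding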
Peg3 prom inh: inhibitors of Peg3 promoter; inhibition, % at 20 µM; hit rate 1.7% among 360,000; AID 588405; HeLa PEG-Prom luciferase reporter, luminescence, overnight;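 active means inhibition of at least 50% at 20 µM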
CaV13 ICDI inh: Primary screen for inhibitors of IQ motif and Ca2+-dependent inactivation inhibitor domain binding in CACNA1D, Förster resonance energy transfer in living cells, …. hit rate 0.098% among 340,000. HEK cells, CFP/YFP FRET ICDI-IQ, plate reader, 10 min; percent FRET-ratio fall versus neutral wells. inhibition, % at 12.3 µM;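 active means mean replicate inhibition of at least 30% and at least 1% of replicates passing that level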;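 further: 0% = median of the neutral control wells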
aDG glyco act: increases alpha dystroglycan glycosylation. Pro5-aDG cells, alpha-DG glycosylation AlphaScreen (IIH6); 0% Pro5, 100% B10-LARGE cell signal. activation, % at 10 µM. hit rate 0.22% among 360,000;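 active means activation of at least 8% versus controls, or a plate z-score of at least 8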;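 further: Pro5 are CHO cells carrying HIG-tagged alpha-DG that lacks glycosylation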
* = called active by the depositor.

Screening O=C1NC(=Nc2ccccc2)SC1(CO)CO returned iPSC survival up 0.8, Granule exo inh 2, HIF-2a inh 12, MITF TRPM1 inh 4, PDI inh -3, NR2E3 ag-1 3, Vif imaging -2, NR2E3 ag-2 -1, Peg3 prom inh -1, CaV13 ICDI inh -20 and aDG glyco act 0.1.
O=C(CSc1nnc(CNC(=O)c2c(F)cccc2Cl)o1)NCc1ccc(F)cc1 was read as iPSC survival up -0.6, Granule exo inh -4, HIF-2a inh -1, MITF TRPM1 inh 7, PDI inh 2, NR2E3 ag-1 0, Vif imaging 3, NR2E3 ag-2 -16, Peg3 prom inh 2, CaV13 ICDI inh -2 and aDG glyco act -0.1.
O=C(C[n+]1ccc(C(=O)NCc2ccccc2)cc1)c1ccc(F)cc1 was read as iPSC survival up -0.4, Granule exo inh -4, HIF-2a inh -1, NR2E3 ag-2 -14, CaV13 ICDI inh -14 and aDG glyco act -0.2.
`O=C(CC(=O)OCc1ccccc1)OCc1ccccc1` gave iPSC survival up 0.2, Granule exo inh -3, HIF-2a inh 8, MITF TRPM1 inh -8, Vif imaging 4, NR2E3 ag-2 16, Peg3 prom inh -3 and aDG glyco act -0.3.
`COc1ccc(-c2cc(C(F)(F)F)n3nc(C(=O)N4CCCCC4)cc3n2)cc1OC` gave iPSC survival up 2.8, Granule exo inh -3, HIF-2a inh 21, MITF TRPM1 inh -7, PDI inh -3, NR2E3 ag-1 4, Vif imaging 0, NR2E3 ag-2 13, Peg3 prom inh 25, CaV13 ICDI inh -5 and aDG glyco act 0.5.
Screening CC(=O)Nc1ccc(/C=C/C(=O)c2ccc3c(c2)OCCO3)cc1 returned iPSC survival up -0.2, Granule exo inh 4, HIF-2a inh -26, MITF TRPM1 inh -1, PDI inh 10, NR2E3 ag-1 -2, Vif imaging 56*, NR2E3 ag-2 -61, Peg3 prom inh -165, CaV13 ICDI inh -5 and aDG glyco act 0.3.
Screening Cn1c2ccccc2c2nnc(SC3CCOC3=O)nc21 (stereo unspecified) returned iPSC survival up -0.8, Granule exo inh 2, HIF-2a inh 6, MITF TRPM1 inh 4, PDI inh -2, NR2E3 ag-1 5, Vif imaging 1, NR2E3 ag-2 -21, Peg3 prom inh 7, CaV13 ICDI inh -5 and aDG glyco act 0.0.
CC(C)(O)C#Cc1ccc(CN2CCN(C3CCCC3)C(CCO)C2)cc1 (stereo unspecified) was read as iPSC survival up -0.5, Granule exo inh -3, HIF-2a inh 15, MITF TRPM1 inh 3, PDI inh -5, NR2E3 ag-1 2, Vif imaging 6, NR2E3 ag-2 -8, Peg3 prom inh 13, CaV13 ICDI inh -1 and aDG glyco act 0.2.
CC(=O)Nc1ccc(NC(=O)CSc2nnc3ccc(-c4ccccn4)nn23)cc1 was read as iPSC survival up -0.4, Granule exo inh -1, HIF-2a inh 5, MITF TRPM1 inh -7, PDI inh -1, NR2E3 ag-1 -3, Vif imaging 5, NR2E3 ag-2 -6, Peg3 prom inh -2, CaV13 ICDI inh -5 and aDG glyco act 0.0.
For Cc1ccsc1CNn1cnnc1SCc1ccccc1F the results were iPSC survival up 1.2, Granule exo inh 3, HIF-2a inh 7, MITF TRPM1 inh -6, PDI inh -25, NR2E3 ag-1 -1, Vif imaging 2, NR2E3 ag-2 1, Peg3 prom inh 5, CaV13 ICDI inh -9 and aDG glyco act -0.2.
CCOc1ccc(Cl)cc1-c1cc(C(=O)NCC2CCCCC2)[nH]n1 was read as iPSC survival up -2.0, Granule exo inh -1, HIF-2a inh 4, PDI inh -6, Vif imaging 10, NR2E3 ag-2 -6, Peg3 prom inh -22, CaV13 ICDI inh -6 and aDG glyco act 0.8.
`CCOC(=O)C1CCCN(S(=O)(=O)c2cccc3nsnc23)C1` (stereo unspecified) gave iPSC survival up 2.0, Granule exo inh 1, HIF-2a inh 16, MITF TRPM1 inh 4, PDI inh -3, NR2E3 ag-1 -2, Vif imaging -3, NR2E3 ag-2 -5, Peg3 prom inh 11, CaV13 ICDI inh -4 and aDG glyco act 0.0.
`O=C(COc1ccccc1)N/N=C/c1ccc(O[C@@H]2O[C@H](CO)[C@@H](O)[C@H](O)[C@H]2O)cc1` gave iPSC survival up 0.8, Granule exo inh -5, HIF-2a inh 6, MITF TRPM1 inh 3, PDI inh -5, NR2E3 ag-1 -3, Vif imaging 1, NR2E3 ag-2 -21, Peg3 prom inh -25, CaV13 ICDI inh -3 and aDG glyco act -0.2.
`Cc1cccc(NC(=O)CSc2nnnn2C)n1` gave iPSC survival up 0.4, Granule exo inh -3, HIF-2a inh 19, MITF TRPM1 inh -1, PDI inh 1, NR2E3 ag-1 -2, NR2E3 ag-2 -8, Peg3 prom inh -5, CaV13 ICDI inh -4 and aDG glyco act -0.2.
For CN(C)CCN1CCN(c2cc(-c3cccc(Cl)c3)nc3ccnn23)CC1 the results were iPSC survival up 5.1, Granule exo inh 0, HIF-2a inh -1, PDI inh 3, Vif imaging -5, NR2E3 ag-2 17, Peg3 prom inh 8, CaV13 ICDI inh -5 and aDG glyco act -0.1.
For CC[C@@H]1C/C=C\Cc2ccccc2[C@@H](C(=O)C[C@@H](O)CC(C)=O)OC1=O the results were iPSC survival up -1.8, Granule exo inh -2, HIF-2a inh 5, MITF TRPM1 inh 1, PDI inh -10, Vif imaging 0, NR2E3 ag-2 -29, Peg3 prom inh -7, CaV13 ICDI inh -6 and aDG glyco act 0.0.
O=C(NCc1ccccc1)c1ccc(S(=O)(=O)NCc2ccco2)cc1 was read as iPSC survival up 0.2, Granule exo inh 4, HIF-2a inh 7, MITF TRPM1 inh 5, PDI inh 7, NR2E3 ag-1 -1, Vif imaging -6, NR2E3 ag-2 -44, Peg3 prom inh -3, CaV13 ICDI inh -5 and aDG glyco act 0.1.
`Cc1ccc(Cc2c(-c3cccc(Br)c3)nc3c(Cl)cc(C(F)(F)F)cn23)cc1` gave iPSC survival up 1.1, Granule exo inh 1, HIF-2a inh -16, NR2E3 ag-2 -18, CaV13 ICDI inh -6 and aDG glyco act -0.3.
N#Cc1ccc(NC(=O)COC(=O)c2ccc(F)c(S(=O)(=O)N3CCOCC3)c2)cc1 was read as iPSC survival up -0.3, Granule exo inh -1, HIF-2a inh 15, MITF TRPM1 inh -5, PDI inh 3, NR2E3 ag-1 6, Vif imaging -3, NR2E3 ag-2 24, Peg3 prom inh 12, CaV13 ICDI inh -2 and aDG glyco act 0.0.
Screening COc1ccc(N(CC(=O)N2CCOCC2)S(C)(=O)=O)cc1OC returned iPSC survival up -0.4, Granule exo inh 0, HIF-2a inh 14, MITF TRPM1 inh -16, PDI inh 4, NR2E3 ag-1 0, Vif imaging 4, NR2E3 ag-2 -13, Peg3 prom inh -2, CaV13 ICDI inh -5 and aDG glyco act -0.1.
For COc1ccc(OCCn2cncn2)cc1 the results were iPSC survival up 2.0, Granule exo inh 0, HIF-2a inh 18, MITF TRPM1 inh -14, PDI inh -8, NR2E3 ag-1 -1, Vif imaging 12, NR2E3 ag-2 10, Peg3 prom inh 7, CaV13 ICDI inh -4 and aDG glyco act 0.1.
`Cc1ccc2nc(-c3ccc(NC(=O)CN(c4ccccc4C)S(C)(=O)=O)cc3)sc2c1` gave iPSC survival up -1.9, Granule exo inh 12, HIF-2a inh -216, MITF TRPM1 inh -46, PDI inh 3, NR2E3 ag-1 1, Vif imaging -1, NR2E3 ag-2 -90, Peg3 prom inh -160, CaV13 ICDI inh -1 and aDG glyco act 3.5.
`Nc1nnnn1/N=C\c1ccc(Cl)c([N+](=O)[O-])c1` gave iPSC survival up -2.0, Granule exo inh -1, HIF-2a inh 11, MITF TRPM1 inh 9, PDI inh -3, NR2E3 ag-1 2, Vif imaging 1, NR2E3 ag-2 5, Peg3 prom inh 15, CaV13 ICDI inh -4 and aDG glyco act 0.3.
`Cc1oc2ccc(O)c(CN3CCOCC3)c2c1C(=O)c1ccc(Cl)cc1` gave iPSC survival up -2.3, Granule exo inh -2, HIF-2a inh 8, MITF TRPM1 inh -3, PDI inh 3, NR2E3 ag-1 0, Vif imaging -4, NR2E3 ag-2 -17, Peg3 prom inh 19, CaV13 ICDI inh -4 and aDG glyco act 0.1.
For O=C(NN=C1CCCC1)c1ccc(Br)cc1 the results were iPSC survival up -0.3, Granule exo inh -7, HIF-2a inh 7, MITF TRPM1 inh 12, PDI inh 0, NR2E3 ag-1 -1, Vif imaging -6, NR2E3 ag-2 -8, Peg3 prom inh 16, CaV13 ICDI inh -3 and aDG glyco act 0.0.
`O=C(NCc1cnc2ccccn12)C1CCC(=O)N(Cc2ccccc2F)C1` (stereo unspecified) gave iPSC survival up -0.3, Granule exo inh -8, HIF-2a inh -4, MITF TRPM1 inh -2, PDI inh -9, Vif imaging 7, NR2E3 ag-2 17, Peg3 prom inh 7, CaV13 ICDI inh -5 and aDG glyco act -0.1.
For NNC(=O)c1cn2ccccc2n1 the results were iPSC survival up -0.1, Granule exo inh 2, HIF-2a inh 3, MITF TRPM1 inh -1, PDI inh 5, NR2E3 ag-1 -3, Vif imaging -3, NR2E3 ag-2 -47, Peg3 prom inh 8, CaV13 ICDI inh -8 and aDG glyco act 0.1.
Screening CC(C)CCc1noc(CN2CCC(CCN3CCCC3=O)CC2)n1 returned iPSC survival up -0.6, Granule exo inh 1, HIF-2a inh -25, MITF TRPM1 inh -4, PDI inh 4, NR2E3 ag-1 1, Vif imaging 5, NR2E3 ag-2 -7, Peg3 prom inh -30, CaV13 ICDI inh -3 and aDG glyco act 0.0.
For CN1C[C@@H]2[C@@H]3C(=O)N(Cc4ccccc4)C(=O)[C@@H]3[C@](Cc3ccccc3)(C1=O)N2C(=O)c1ccc(Cl)c(Cl)c1 the results were iPSC survival up 6.3, Granule exo inh 0, HIF-2a inh 21, MITF TRPM1 inh 5, PDI inh 15, Vif imaging -1, NR2E3 ag-2 -8, Peg3 prom inh 23, CaV13 ICDI inh -8 and aDG glyco act 0.4.
For Cc1c(C(c2ccccc2)c2c(C)n(C)n(-c3ccccc3)c2=O)c(=O)n(-c2ccccc2)n1C the results were iPSC survival up 0.3, Granule exo inh 3, HIF-2a inh 17, MITF TRPM1 inh -4, PDI inh 1, NR2E3 ag-1 8, Vif imaging 0, NR2E3 ag-2 7, Peg3 prom inh 7, CaV13 ICDI inh -1 and aDG glyco act 0.0.
Screening COc1ccc(NC(=O)COC(=O)CN2C(=O)NC(C)(C)C2=O)cc1 returned iPSC survival up -0.4, Granule exo inh 13, HIF-2a inh 4, MITF TRPM1 inh 1, PDI inh -4, NR2E3 ag-1 0, Vif imaging 6, NR2E3 ag-2 -36, Peg3 prom inh 7, CaV13 ICDI inh -3 and aDG glyco act -0.6.
